# Source: PubChem BioAssay (NCI)
# Growth percent in the NCI-60 one-dose screen (48 h, 10 µM unless noted): 100 = growth as untreated, 0 = no growth, -100 = all killed.
# SNB-19: SNB-19 CNS cancer cells. hit rate 2.5% among 81,000
# SF-539: SF-539 CNS cancer; hit rate 6.8% among 81,000; AID 1794752
# SF-268: SF-268 CNS cancer cells. hit rate 3.1% among 82,000
# NCI-H23: NCI-H23 lung cancer; hit rate 4% among 80,000
# SF-295: SF-295 CNS cancer cells | hit rate 5.6% among 79,000
# A498: A498 renal cancer cells. hit rate 5.4% among 76,000
# U251: U251 CNS tumor cells; hit rate 5.4% among 80,000; AID 1794753
# CAKI-1: CAKI-1 renal cancer; hit rate 4.7% among 75,000
# SNB-75: SNB-75 CNS cancer; hit rate 5% among 79,000
# * marks the source's active call; other numbers are inactive results; . = not tested or not shown; & = joins results of further samples; [ ] = another dose, or the depositor's remark. Rule for the calls: active = growth percent below 10; inactive = the rest.
[1] O=C(CCCC(O)(C1CC1)C1CC1)C1CC1
[2] CN=S(=O)(OCCCCCOS(=O)(=NC)c1ccc(C)cc1)c1ccc(C)cc1 (stereo not given)
[3] CC1OC(c2cccc([N+](=O)[O-])c2)OC1C (stereo not given)
[4] CSc1ccc2c3c(n(CCCn4ccnc4)c(=O)c2c1)-c1ccccc1C3=O
[5] CC1CCc2c(sc3nc(SCC(=O)N/N=C/c4ccc(O)cc4)n(-c4ccccc4)c(=O)c23)C1 (stereo not given)
[6] COc1cc(-c2cc(-c3ccc(C)cc3)nc3nc(N)[nH]c(=O)c23)ccc1Oc1ccnc2cc(Cl)ccc12

entry no.	1	2	3	4	5	6
SF-539	96	91	112	4.9*	73	103
CAKI-1	99	75	106	25	84	83
NCI-H23	108	89	105	31	94	107
SNB-75	84	77	100	52	92	67
SNB-19	99	97	110	33	63	74
SF-295	97	92	101	12	85	101
U251	102	94	95	13	92	81
SF-268	102	99	113	32	78	77
A498	109	88	79	68	.	73

[7] OC(CN1CCC(N2CCCCC2)CC1)Cn1ccc2ccccc21 (stereo not given)
[8] Clc1cccc(-c2nc(-c3cccs3)no2)c1
[9] CC(=O)O[C@H]1CC[C@@]2(C)C(=CC[C@@H]3[C@@H]2CC[C@]2(C)c4nc5ccccc5nc4C(=O)C[C@@H]32)C1
[10] C[C@@H]1CC[C@@H]2[C@@H]1[C@H](OC(=O)/C=C/c1ccccc1)[C@]1(CCCOCCOCCOCCOC(=O)CCCC[C@@H]3SC[C@@H]4NC(=O)N[C@@H]43)C[C@@H](OC(=O)CO)[C@@]2(C)O1
[11] O=C(O)C(=O)Nc1ncn[nH]1
[12] CSC1=NC2C(N(C)C(=O)N2C)N1/N=C/C=C/c1ccco1 (stereo not given)

entry no.	7	8	9	10	11	12
SF-539	100	93	73	103	111	91
CAKI-1	79	103	62	92	102	86
NCI-H23	103	93	87	102	104	100
SNB-75	91	82	74	89	89	77
SNB-19	102	104	90	106	.	96
SF-295	111	92	77	107	94	102
U251	100	90	88	105	104	99
SF-268	101	106	98	102	97	94
A498	112	93	88	97	73	94

[13] NS(=O)(=O)c1ccc(N2CC(c3nc4ccccc4o3)CC2=O)cc1 (stereo not given)
[14] CCOC(=O)c1sc(-c2ccc(OS(=O)(=O)c3cccs3)c(C=O)c2)nc1C
[15] COc1cc2oc(-c3cccc(C(=O)Nc4ccc(Cl)cc4)c3)cc(=O)c2c(OCCNC(=O)[C@H](CO)NC(=O)OC(C)(C)C)c1OC
[16] Cc1ccc(S(=O)(=O)Oc2ccc(Cl)cc2)cc1
[17] CN1CCN(CC#CCOC(=O)[C@]2(C)CC[C@]3(C)CC[C@]4(C)C(=CC[C@@H]5[C@@]6(C)CCC(=O)C(C)(C)[C@@H]6CC[C@]54C)[C@@H]3C2)CC1
[18] C(=Nc1ccc2c(c1)Cc1ccccc1-2)c1ccnc2ccccc12

entry no.	13	14	15	16	17	18
SF-539	88	-26*	-54*	115	90	93
CAKI-1	92	2.4*	19	107	96	86
NCI-H23	92	11	.	104	98	93
SNB-75	68	4.6*	74	115	96	.
SNB-19	97	5.4*	30	99	96	96
SF-295	94	-8.2*	-16*	107	105	105
U251	95	2.5*	24	114	92	58
SF-268	87	9.2*	41	105	97	76
A498	114	31	72	101	.	97

# Whole records, quoted from the list. Order of values: SF-539	CAKI-1	NCI-H23	SNB-75	SNB-19	SF-295	U251	SF-268	A498
# CN1CCN(CC#CCOC(=O)[C@]2(C)CC[C@]3(C)CC[C@]4(C)C(=CC[C@@H]5[C@@]6(C)CCC(=O)C(C)(C)[C@@H]6CC[C@]54C)[C@@H]3C2)CC1 reads 90	96	98	96	96	105	92	97	.
# C(=Nc1ccc2c(c1)Cc1ccccc1-2)c1ccnc2ccccc12 reads 93	86	93	.	96	105	58	76	97

# Further results follow:
[19] COc1cc2c(cc1OC)N(CCO)C1=C(C(=O)OC1)C2c1ccccc1 (stereo not given)
[20] Cc1ccc(NC(=O)c2[nH]c(SCCN(C)C)nc2-c2ccc(F)cc2)cc1C#Cc1cnc2cccnn12
[21] O=[N+]([O-])c1cc(C(F)(F)F)cc([N+](=O)[O-])c1N1CCCC(n2cccc2)C1 (stereo not given)
[22] CCOC(=O)c1c(Nc2ccccc2)nn2c(N)c(C#N)c(-c3ccccc3)nc12
[23] CCCS(=O)(=O)Oc1cc2oc(=O)c3c(c2cc1OC)CCCCC3
[24] NCCCC[C@H](NC(=O)[C@@H]1CCCN1C(=O)Cc1ccc(Br)c2ccccc12)C(=O)N[C@@H](CCCN=C(N)N)C(N)=O

entry no.	19	20	21	22	23	24
SF-539	97	-84*	113	82	84	101
CAKI-1	109	.	91	72	87	93
NCI-H23	105	67	99	.	89	102
SNB-75	103	-60*	96	86	83	99
SNB-19	107	21	96	89	93	93
SF-295	113	93	93	81	87	95
U251	.	-59*	91	75	85	.
SF-268	114	-23*	110	87	82	101
A498	84	102	93	.	45	90

[25] O=C(Cn1cc(COn2nnc3ccccc32)nn1)Nc1cccc(Cl)c1
[26] C=CCN(CC=C)c1nn[nH]n1
[27] COc1ccc([C@H]2c3[nH]c4ccccc4c3CC3C(=O)N(C4CCN(Cc5c(Cl)cccc5Cl)CC4)CC(=O)N32)c(OC)c1 (stereo not given in full)
[28] CCC(=O)OC1=CN2C(=NC(c3ccc(N)cc3)=CC2c2ccc(Cl)cc2)S1 (stereo not given)
[29] O=C1NCC(c2cc3ccc4ccccc4c3[nH]c2=O)Nc2ccccc21 (stereo not given)
[30] CCOC(=O)/C(=N/Nc1cccc2c1C(=O)c1ccccc1C2=O)c1nn[nH]n1

entry no.	25	26	27	28	29	30
SF-539	99	105	93[8.33 µM]	97	100	85
CAKI-1	106	95	70[8.33 µM]	101	86	82
NCI-H23	.	105	.	105	102	90
SNB-75	94	95	63[8.33 µM]	.	107	86
SNB-19	98	.	89[8.33 µM]	86	89	89
SF-295	108	98	92[8.33 µM]	.	100	95
U251	99	102	90[8.33 µM]	86	102	98
SF-268	102	108	85[8.33 µM]	95	78	97
A498	115	106	77[8.33 µM]	104	89	105

[31] O=C1C=C(C(O)c2ccccc2O)C(=O)c2ccccc21 (stereo not given)
[32] C/C(=C/C=C(/C)C(=O)O)C(=O)O
[33] Cn1c(=O)cc(OCC(=O)N/N=C/c2ccc(Cl)cc2)c2ccccc21
[34] C=C(C)[C@@H]1CC[C@]2(C(=O)N[C@H](CO)Cc3ccccc3)CC[C@]3(C)[C@H](CC[C@@H]4[C@@]5(C)CCC(=O)C(C)(C)[C@@H]5CC[C@]43C)[C@@H]12
[35] CCCN1C2CCC1/C(=C\c1ccc(F)cc1)C1=C2[C@@H](c2ccc(F)cc2)C(C#N)=C(N)O1 (stereo not given in full)
[36] NC(=O)c1c(NC(=O)COC(=O)C2COc3ccccc3O2)sc2c1CCCC2 (stereo not given)

entry no.	31	32	33	34	35	36
SF-539	105	92	97	17	90	101
CAKI-1	.	97	99	52	76	114
NCI-H23	89	107	100	93	100	96
SNB-75	98	76	82	84	88	117
SNB-19	109	101	96	89	93	109
SF-295	.	108	103	90	88	120
U251	106	102	103	55	.	100
SF-268	101	104	102	73	86	119
A498	98	101	102	101	88	104

[37] CC(C)(C)OC(=O)Nc1ccc(C=O)c2cccnc12
[38] O=[N+]([O-])c1ccccc1CN1CCCCC1
[39] Cc1c(C(=O)C(SC(=S)N2CCN(c3ccccc3)CC2)SC(=S)N2CCN(c3ccccc3)CC2)nnn1-c1ccc(Cl)cc1
[40] Cc1cc(Nc2nc(O)c(/C=c3\ccc4c(c3)C=CN=4)s2)no1
[41] CC(=O)[C@@H]1CC[C@]2(COCCC#N)CC[C@@]3(C)[C@]4(C)CC[C@H]5C(C)(C)[C@@H](OCCC#N)CC[C@]5(C)[C@H]4CC[C@]3(C)[C@@H]12
[42] O=C(/C(Br)=C/c1ccccc1)c1ccccc1

entry no.	37	38	39	40	41	42
SF-539	93	104	104	98	108	-42*
CAKI-1	.	108	93	93	.	-28*
NCI-H23	97	93	104	.	106	93
SNB-75	88	88	95	120	86	80
SNB-19	114	106	102	105	108	96
SF-295	93	112	102	105	104	103
U251	99	110	99	101	102	5.4*
SF-268	106	112	98	100	95	79
A498	118	100	112	110	102	.

[43] Cc1cc2ccccc2c[n+]1CCCCC[n+]1cc2ccccc2cc1C
[44] CCCCCCCC/C=C/CCCCCCCC(=O)OCCN1C(=O)c2ccccc2C1=O
[45] O=[N+]([O-])c1cc(F)ccc1Nc1cccc(F)c1
[46] CCOC(=O)/C=C/c1sc(-c2ccccc2)cc1N
[47] CCCCCCCCn1ccc2cc(NC(=O)CN=[N+]=[N-])ccc21
[48] OCCN1CCN(c2ncnc3[nH]ccc23)CC1

entry no.	43	44	45	46	47	48
SF-539	106	98	106	100	106	104
CAKI-1	.	94	90	73	93	89
NCI-H23	84	102	98	97	102	98
SNB-75	125	81	103	87	100	84
SNB-19	101	106	.	83	97	101
SF-295	77	100	104	100	100	103
U251	95	95	94	85	89	104
SF-268	103	117	98	82	98	103
A498	79	.	76	76	97	75

[49] CCCSc1nc(Nc2ccc(C(C)=O)cc2)c(C#N)c(-c2ccc(OC)cc2)n1
[50] Cc1nc(N)c(N)c(=O)[nH]1
[51] CN(C)CCCn1c(=O)c2cc([N+](=O)[O-])ccc2c2cnc3[nH]ccc3c21
[52] CCN1/C(=C\c2cc[n+](CC)c3ccccc23)C=Cc2ccccc21
[53] Cc1nn(-c2ccccc2)c2nc(CCl)[nH]c(=O)c12
[54] Cc1ccc(C2=C/C(=C/c3ccc(Cl)cc3)C(=O)N2CCc2ccc(S(N)(=O)=O)cc2)cc1

entry no.	49	50	51	52	53	54
SF-539	101	107	51	7.6*	37	106
CAKI-1	111	99	79	54	100	90
NCI-H23	.	108	59	13	99	94
SNB-75	142	86	50	14	94	89
SNB-19	101	105	54	17	89	93
SF-295	106	103	44	0.2*	109	96
U251	98	104	57	17	101	93
SF-268	118	108	46	26	106	95
A498	111	102	39	-20*	.	96

[55] O=C1COc2ccccc2C(=O)N1CCCCNc1ccc(S(=O)(=O)Nc2ncccn2)cc1
[56] COC(=O)CC/C(C)=N\Nc1ccc([N+](=O)[O-])cc1
[57] CC(=O)On1c(-c2ccccc2-c2nc3ccccc3n2OC(C)=O)nc2ccccc21
[58] Cn1c(=O)c2c(nc(CNC(=O)c3ccccc3)n2C)n(C)c1=O
[59] CCCCCCCCOC(=O)c1cc(Cl)cc(-c2ccccc2)c1O
[60] O=c1c2ccccc2nc(N/N=C/c2ccc(Oc3ccc(Br)cc3)cc2)n1-c1ccc(Cl)cc1

entry no.	55	56	57	58	59	60
SF-539	104	66	89	109	107	106
CAKI-1	105	41	93	96	111	.
NCI-H23	99	96	79	110	104	103
SNB-75	114	92	86	119	94	98
SNB-19	99	99	103	.	96	102
SF-295	98	72	98	104	115	100
U251	93	68	82	93	116	104
SF-268	101	72	92	108	109	98
A498	103	77	84	103	92	84

[61] CCOP(=O)(OCC)OC[C@]12CCC(C)(C)CC1C1=CC[C@@H]3[C@@]4(C)CCCNC(C)(C)[C@@H]4CC[C@@]3(C)[C@]1(C)CC2 (stereo not given in full)
[62] CCC/C(=C(\C)c1ccccc1)c1ccccc1
[63] COc1ccc(-n2cc(-c3ccccc3)c3c(SCC(=O)N/N=C/c4ccc([N+](=O)[O-])cc4)ncnc32)cc1
[64] N#Cc1cnc2ccc(-c3cnc4n[nH]nc4c3)cc2c1N1CCc2cc(F)c(Cl)cc21
[65] COc1ccc(NC(=O)Cn2c(/C=C/c3ccc4c(c3)OCO4)nc3ccccc3c2=O)cc1
[66] Ic1ccc(Cc2ccc(I)cc2)cc1
[67] COc1ccc2oc3cc(NCCN(C)C)ccc3c(=O)c2c1

entry no.	61	62	63	64	65	66	67
SF-539	86	108	98	2.4*	15	109	84&81
CAKI-1	54	102	90	6.1*	82	73	63&77
NCI-H23	85	114	89	14	65	82	83&112
SNB-75	94	99	.	-0.1*	48	94	82&87
SNB-19	87	101	100	16	68	89	76&93
SF-295	99	105	105	2.2*	98	103	72&55
U251	56	88	104	21	58	96	77
SF-268	80	92	98	17	70	100	83&104
A498	85	96	108	-12*	117	86	86&121

# In a second layout: 4 of the compounds above
entry	smiles	SF-539	CAKI-1	NCI-H23	SNB-75	SNB-19	SF-295	U251	SF-268	A498
61	CCOP(=O)(OCC)OC[C@]12CCC(C)(C)CC1C1=CC[C@@H]3[C@@]4(C)CCCNC(C)(C)[C@@H]4CC[C@@]3(C)[C@]1(C)CC2 (stereo not given in full)	86	54	85	94	87	99	56	80	85
62	CCC/C(=C(\C)c1ccccc1)c1ccccc1	108	102	114	99	101	105	88	92	96
63	COc1ccc(-n2cc(-c3ccccc3)c3c(SCC(=O)N/N=C/c4ccc([N+](=O)[O-])cc4)ncnc32)cc1	98	90	89	.	100	105	104	98	108
64	N#Cc1cnc2ccc(-c3cnc4n[nH]nc4c3)cc2c1N1CCc2cc(F)c(Cl)cc21	2.4*	6.1*	14	-0.1*	16	2.2*	21	17	-12*
